EWS-Fli block: EWS/Fli-driven NR0B1 reporter inhibitors, primary screen, A673 cells, NR0B1 luciferase, luminescence, MLPCN library; viability-normalised; inhibition, % at 12.6 µM; 0.67% of 350,000 active;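 active means mean inhibition of at least 50% after viability correction, with every replicate also passing that limit; inconclusive means mean reaches 50% but only one of two replicates passes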;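 further: firefly luciferase signal divided by Alamar Blue viability fluorescence both relative to DMSO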
PGC1a acetyl inh: inhibitors of PGC1a acetylation signal, primary screen, cell-based, U2OS, AlphaScreen, inhibitor mode | 0.17% of 350,000 active | inhibition, % at 15.6 µM | AlphaScreen anti-acetyl-lysine; with virally co-expressed GCN5 acetyltransferase;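 active means every replicate shows inhibition of at least 40%; inconclusive means mean inhibition at least 40% but some replicate below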;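 further: 0% = neutral control wells and 100% = positive control wells; some results beyond the cut were filed as inactive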
PAX8 reporter: inhibitors of PAX8-driven TPO luciferase reporter, primary screen, RMG-I cells, single concentration. inhibition, % at 12.6 µM. AID 652154, 2013. SteadyGlo, 24 h. 1.2% of 360,000 active;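 active means mean replicate inhibition at least 60% with every replicate also reaching 60%; inconclusive means only one of the two criteria is met; inactive means mean below 60% and not all replicates reaching 60%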;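 further: luciferase light reporting Pax8 driven TPO promoter activity; plate controls were median of neutral control wells for no effect and mitoxantrone controls for full effect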
PglD DTNB: C. jejuni PglD acetyltransferase inhibitors, primary screen, biochemical, DTNB colorimetric, single point; UDP-N-acetylbacillosamine N-acetyltransferase PglD (Campylobacter jejuni); 0.098% of 360,000 active; purified PglD enzyme, DTNB colorimetric CoA detection; inhibition, % at 12.5 µM; in the data active means inhibition above about 16%, passing the limit was not always enough; inconclusive means no clear call, values can overlap the other calls; further: strong numbers were not always called active
S100A4 MyoIIA: inhibitors of S100A4-myosin IIA peptide binding, primary screen, biochemical, fluorescence polarization, TAMRA-MyoIIA peptide | Protein S100-A4 (Homo sapiens), P26447 | inhibition, % at 10.7 µM | 0.14% of 360,000 active | AID 652163, 2013;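 active means mean inhibition of at least 70% across replicates, with every replicate also reaching that level; inconclusive means mean inhibition reaches 70% but some replicates fall short; inactive means mean inhibition below 70%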
Target sequence (P26447 whole entry, looked up): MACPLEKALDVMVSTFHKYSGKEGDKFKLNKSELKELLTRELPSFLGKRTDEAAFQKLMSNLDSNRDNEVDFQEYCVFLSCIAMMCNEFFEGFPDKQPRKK
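Test system – S100A4 monomer (human) · Compound – single-point compound testing · Schedule – 5 min incubation before reading · Probe or stimulus – TAMRA-labelled myosin IIA heavy-chain peptide probe, 5 nM · Benchmarks – neutral control DMSO, positive control TFP · Medium – Calcium-containing HEPES buffer, pH 7.2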
LGR2 antag: inhibitors of bursicon-induced LGR2 CRE-luciferase signal, primary screen, cell-based, HEK293, CRE-luciferase reporter, bursicon stimulation | Drosophila bursicon receptor LGR2 (rickets) | bursicon-stimulated, 4 h | inhibition, % at 9.99 µM | 0.35% of 380,000 active | AID 720647, 2013;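 active means drop in luminescence signal, shown as inhibition above about 50% in the replicate tests, limit read from the data, passing the limit was not always enough; inconclusive means probably only some replicates passing the limit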;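 further: agonist challenge used bursicon conditioned medium at about half maximal strength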
FN deposit inh: inhibitors of fibronectin matrix deposition, primary screen, AH1F cells, Alexa488-fibronectin fluorescence, plate reader. inhibition, % at 12.6 µM. AH1F fibroblasts, overnight. AID 743247, 2014. 0.086% of 350,000 active;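 active means mean inhibition across replicates of 30% or more, regardless of how many single replicates reach that level; inconclusive means mean under 30% yet at least half of replicates reach 30%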;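 further: positive control wells lacked labelled fibronectin entirely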
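Measured by – fluorescence 485/525 nm · System – AH1F fibroblast monolayer, labelled fibronectin deposition · Amount – 10000 cells per well · Buffer or medium – serum-reduced DMEM (2% serum) · Doses – single dose, pinned · Also added – fluorescent fibronectin at 24 nM final · Schedule – 1 h cell attachment, overnight exposure to compound and label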
ERAP1 inh: human ERAP1 aminopeptidase inhibitors, primary screen, biochemical, single point, plate reader. recombinant ERAP1, Leu-AMC fluorescence, 60 min. inhibition, % at 10.7 µM. AID 652197, 2013. 0.15% of 340,000 active. Endoplasmic reticulum aminopeptidase 1 (Homo sapiens), Q9NZ08;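 active means mean replicate inhibition of at least 30%, or all replicates individually reaching that 30% level; inactive means mean below 30% and not every replicate reaching it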;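 further: 0% = neutral control wells and 100% = L-leucinethiol positive control wells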
Target sequence (Q9NZ08 whole entry, looked up): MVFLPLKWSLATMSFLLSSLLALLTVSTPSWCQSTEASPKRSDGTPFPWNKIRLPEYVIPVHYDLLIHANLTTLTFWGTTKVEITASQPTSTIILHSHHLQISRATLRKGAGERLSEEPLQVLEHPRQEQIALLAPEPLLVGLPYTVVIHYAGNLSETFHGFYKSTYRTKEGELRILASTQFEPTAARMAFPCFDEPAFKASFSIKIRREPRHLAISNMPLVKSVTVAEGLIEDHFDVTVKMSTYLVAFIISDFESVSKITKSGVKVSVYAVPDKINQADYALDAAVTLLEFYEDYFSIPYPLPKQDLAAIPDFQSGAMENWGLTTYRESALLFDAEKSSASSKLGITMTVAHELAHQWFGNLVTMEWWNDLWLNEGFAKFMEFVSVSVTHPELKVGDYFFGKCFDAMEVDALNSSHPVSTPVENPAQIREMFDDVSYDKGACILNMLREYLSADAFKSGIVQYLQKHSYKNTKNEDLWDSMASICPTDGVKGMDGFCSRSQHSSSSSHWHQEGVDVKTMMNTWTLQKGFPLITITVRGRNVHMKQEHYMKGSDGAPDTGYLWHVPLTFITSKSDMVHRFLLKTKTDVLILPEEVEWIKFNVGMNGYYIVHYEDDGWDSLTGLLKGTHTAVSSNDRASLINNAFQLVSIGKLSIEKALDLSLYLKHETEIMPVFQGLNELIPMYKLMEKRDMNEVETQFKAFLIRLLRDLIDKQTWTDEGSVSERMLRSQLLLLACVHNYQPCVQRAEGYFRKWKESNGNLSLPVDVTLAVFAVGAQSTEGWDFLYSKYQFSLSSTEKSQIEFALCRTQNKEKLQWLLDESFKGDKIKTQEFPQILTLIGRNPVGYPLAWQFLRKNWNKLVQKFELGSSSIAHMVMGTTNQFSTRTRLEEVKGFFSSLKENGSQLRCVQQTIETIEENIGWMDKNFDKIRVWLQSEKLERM
* hit, by the source's call; ? = inconclusive; . = not tested or not shown; & = joins results of further samples.

A first look:
SMILES | EWS-Fli block | PGC1a acetyl inh | PAX8 reporter | PglD DTNB | S100A4 MyoIIA | LGR2 antag | FN deposit inh | ERAP1 inh
CCCNC(=O)C[C@H]1CC[C@H]2[C@H](COc3ccc(NC(=O)COC)cc3C(=O)N2C)O1 | 9 | -1 | -13 | -1 | . | 8 | -9 | .
NC1=NC(c2cn[nH]c2-c2ccc(F)cc2)n2c(nc3ccccc32)N1 (centres undefined) | 6 | . | 18 | . | 1 | -5 | -3 | 0

The whole of this part, previewed entries included:
SMILES | EWS-Fli block | PGC1a acetyl inh | PAX8 reporter | PglD DTNB | S100A4 MyoIIA | LGR2 antag | FN deposit inh | ERAP1 inh
CCCNC(=O)C[C@H]1CC[C@H]2[C@H](COc3ccc(NC(=O)COC)cc3C(=O)N2C)O1 | 9 | -1 | -13 | -1 | . | 8 | -9 | .
NC1=NC(c2cn[nH]c2-c2ccc(F)cc2)n2c(nc3ccccc32)N1 (centres undefined) | 6 | . | 18 | . | 1 | -5 | -3 | 0
CCNc1nc(Cl)nc(NNC(=O)C(C)Oc2ccccc2)n1 (centres undefined) | . | -2 | 8 | 2 | . | 0 | -1 | .
C[C@@H]1CN([C@H](C)CO)C(=O)c2cc(C3=CCCC3)cnc2O[C@H]1CN(C)Cc1ccc(F)cc1 | -6 | 2 | . | 6 | -73 | -3 | -1 | -3
CC(=O)Nc1ccc(NC(=O)c2cccc(S(=O)(=O)N(C)C3CCCCC3)c2)cc1 | 9 | -10 | 20 | 0 | -5 | -16 | -4 | 2
Cc1ccc(S(=O)(=O)N2CCOCC2)cc1C(=O)OC1CCOC1=O (centres undefined) | -2 | . | -10 | 4 | -1 | 7 | 11 | 14
O=C(C1CCOCC1)N1C[C@@H]2[C@H](c3ccccc31)[C@@H](CO)N2Cc1ccc(Cl)cc1 | -6 | 9 | 9 | -3 | -1 | -32 | . | -1
CCNC(=O)COC(=O)/C=C/c1cccs1 | 0 | 5 | 8 | -2 | 8 | 7 | 3 | 3
CCC(=O)N(C)C[C@H]1Oc2ncc(C#CC(C)(C)O)cc2C(=O)N([C@H](C)CO)C[C@H]1C | -12 | 4 | . | 2 | -4 | 14 | 7 | 1
CCCN1C[C@H](C)[C@H](OC)CN(C)C(=O)c2ccc(NS(=O)(=O)c3ccccc3)cc2OC[C@@H]1C | 5 | 2 | . | -32 | 44 | -14 | -8 | -3
O=C(CN1CCNCC1)NCCSc1ccc(Cl)cc1 | -8 | . | 1 | . | -11 | -9 | -11 | 1
C[C@@H]1CN([C@@H](C)CO)C(=O)c2cccc(NC(=O)NC3CCCCC3)c2O[C@H]1CN(C)Cc1ccc(Cl)c(Cl)c1 | 0 | 2 | . | -3 | 1 | 28 | . | -2
C/C=C/C1=CC(=O)C[C@H](c2ccc3c(c2)OCO3)C1 | 2 | 0 | 17 | -1 | -6 | 15 | -2 | .
Cc1cc(C)c2sc(N(CCN(C)C)C(=O)c3cc(Cl)sc3Cl)nc2c1 | -7 | 6 | 1 | . | 0 | 4 | 9 | .
C[C@H](CO)N1C[C@H](C)[C@H](CN(C)C(=O)NC2CCCC2)Oc2ncc(C3=CCCCC3)cc2C1=O | -5 | 3 | . | 6 | -19 | -3 | . | -1
O=[N+]([O-])c1ccccc1-c1cc(-c2ccccc2O)n[nH]1 | . | 2 | -90 | -2 | . | -76 | 2 | .
CC(C)OCCCn1c(-c2ccc(Br)cc2)c[nH]c1=S | 14 | 2 | 9 | . | 7 | 1 | -13 | -4
CCCCCNCC(=O)Nc1cccc(C(=O)Nc2cccc(C(F)(F)F)c2)c1 | 22 | -17 | -7 | . | -2 | 31 | -4 | 6
COc1cc(CN2CCC(N3CCC(C(=O)N4CCCC4)CC3)CC2)cc2c1OCO2 | -6 | 0 | 4 | 9 | -30 | 1 | -6 | 2
O=C(NNc1c(Cl)cccc1Cl)c1ccno1 | 4 | -3 | 10 | -11 | -2 | -5 | -1 | .
COc1ccc(CCN(C)C(=O)C2CCN(C(=O)Nc3ccccc3)CC2)cc1OC | -5 | . | -2 | . | 2 | 4 | . | -9
COCC#Cc1ccc2c(c1)O[C@@H](CN(C)C(=O)C1CCOCC1)[C@@H](C)CN([C@H](C)CO)S2(=O)=O | -6 | 13 | . | 0 | 1 | -3 | -3 | -1
O=C(CSc1nc2ccccc2nc1N1CCCCC1)Nc1ccc(F)cc1 | -9 | -8 | 14 | -1 | -2 | . | -1 | -2
COc1cc(OC)cc(C(=O)N[C@H](C(=O)OCC(=O)NC(=O)NC(C)(C)C)C(C)C)c1 | 0 | ? | -15 | -2 | -5 | 12 | 8 | -2
CSCCC(NC(=O)c1ccccc1Br)C(=O)N1CCN(C/C=C/c2ccccc2)CC1 (centres undefined) | -3 | . | 11 | 1 | -3 | 6 | -1 | 0
OC[C@@H]1[C@@H](c2ccc(Cl)cc2)C(c2ccc(F)cc2)=NN1c1ccccc1 | 7 | -10 | 3 | 0 | 29 | 5 | -12 | .
C[C@@H]1CN([C@H](C)CO)C(=O)c2cc(NC(=O)Nc3cccc4ccccc34)ccc2O[C@H]1CN(C)CC1CCCCC1 | 22 | -11 | . | -3 | 18 | -17 | . | 2
COC(C[C@@H]1O[C@@H]1C(=O)[C@H](C)OCc1ccccc1)OC | -4 | -9 | -10 | -1 | 5 | -2 | 3 | 3
C[C@H](CO)N1C[C@H](C)[C@@H](CN(C)Cc2ccc(Cl)c(Cl)c2)OCCCC[C@H](C)Oc2ccc(NC(=O)CCC(F)(F)F)cc2C1=O | 1&8 | 1&20 | 24&30 | -5&-2 | -6&1 | 12 | 6 | 7&0
COc1ccc(NC(=O)CN2CCc3ccccc3C2)cc1OC | 5 | -2 | 4 | 1 | -1 | -3 | . | 3
O=C(Cc1ccccc1F)Nc1ccc2c(c1)CCC2 | -157 | . | -165 | 3 | -1 | -101 | -5 | 3
O=C(COc1cccc(Cl)c1)Nc1ccc2c(c1)CCC2 | 2 | . | -43 | . | -3 | -11 | 1 | 5
CC(=O)NS(=O)(=O)c1ccc(NC(=O)/C=C/c2ccc(C)o2)cc1 | 2 | 12 | 5 | . | -3 | 11 | -2 | 1
O=C(Nc1ccc(N2CCN(C(=O)c3ccccc3)CC2)cc1)c1ccc2c(c1)OCO2 | . | 11 | -7 | -4 | . | . | 1 | .
COc1ccc(CN2C(=O)CCC2(C)c2nnnn2-c2ccc3c(c2)OCCO3)cc1 (centres undefined) | -16 | . | 4 | . | 1 | 11 | -6 | 1
CCOC(=O)C1=C(C)N(C)C(=S)NC1c1ccc(Cl)cc1 (centres undefined) | 10 | -15 | 20 | -1 | 2 | 13 | 9 | -2
C[C@@H]1CN([C@@H](C)CO)C(=O)Cc2cc(NC(=O)Cc3ccccc3)ccc2O[C@H]1CN(C)S(=O)(=O)c1ccc(Cl)cc1 | -4 | -4 | 9 | 3 | -1 | -1 | 6 | 0
O=C(Nc1nc2ccccc2[nH]1)c1ccc(S(=O)(=O)N2CCOCC2)cc1 | -25 | . | -31 | . | -1 | -19 | -5 | 1
COc1ccc(COC(=O)CCS(=O)(=O)c2ccc(C)cc2)cc1 | -10 | . | -3 | . | -2 | 13 | -3 | 4
Cc1ccc(S(=O)(=O)N[C@H]2CC[C@H](CCn3cc(C(C)C)nn3)O[C@H]2CO)cc1 | -3 | -2 | -1 | -4 | 4 | 0 | . | 2
O=C(C[C@@H]1CC[C@H]2[C@@H](COC[C@@H](O)CN2C(=O)Nc2ccc(C(F)(F)F)cc2)O1)NCCc1ccncc1 | 2 | 8 | 6 | 0 | -1 | -75 | -8 | 2
COC(=O)N1CCCCC1c1cc(C(=O)Nc2ccccc2Cl)no1 (centres undefined) | -3 | -10 | -17 | -4 | -5 | -19 | -4 | 0
Cc1cccc(C(=O)NC(=S)Nc2c(C)n(C)n(-c3ccccc3)c2=O)c1 | 12 | -6 | -4 | 0 | -6 | 16 | -2 | 1
COc1ccc(CNC(=O)CCCn2ncn3c(cc4occc43)c2=O)cc1 | -1 | -7 | -10 | -2 | -1 | 22 | -2 | 0
Fc1ccccc1NC(=S)N(CCCN1CCOCC1)Cc1cccnc1 | 5 | . | -2 | . | -6 | 7 | . | -3
CC(C)(CNCc1ccccc1)NS(=O)(=O)c1ccc(Cl)cc1 | -7 | -1 | 3 | 3 | 11 | 8 | 0 | -1
CS(=O)(=O)N(CC1CCC1)C[C@@H]1N[C@@H](CO)[C@@H]1c1ccccc1 | 6 | -2 | -4 | -1 | . | 2 | . | .
Cc1noc(C)c1S(=O)(=O)N(C)C[C@H]1OCCCC[C@@H](C)Oc2ccc(NC(=O)Nc3ccccc3)cc2C(=O)N([C@H](C)CO)C[C@@H]1C | -4 | 2 | -9 | 4 | 1 | 16 | 7 | 2
Cc1ccc(NC(=O)CNC2CCCCC2)cc1Cl | -14 | . | -25 | 2 | -3 | . | 4 | 2
Cc1ccc2nc(SCC(=O)Nc3cccc(S(=O)(=O)NC4=NCCCCC4)c3)[nH]c2c1 | -5 | -5 | 12 | . | 9 | 4 | 3 | -5
C[C@@H]1CCCCO[C@@H](CN(C)Cc2ccc(C(=O)O)cc2)[C@H](C)CN([C@@H](C)CO)C(=O)c2cc(NC(=O)Nc3ccc4c(c3)OCO4)ccc2O1 | -10 | 4 | -16 | -1 | 6 | 17 | . | 0
Cc1cccc(S(=O)(=O)N2C[C@@H](O)COC[C@H]3O[C@@H](CC(=O)Nc4ccc(-c5ccccc5)cc4)CC[C@@H]32)c1 | 5 | 2 | 52 | -2 | . | 10 | -5 | .
COc1ccc(C(=O)NC2CCN(C(=S)NCCc3ccccc3)CC2)cc1 | -2 | -1 | 12 | . | 1 | 5 | -2 | 4
Cc1nn(C)c(C(=O)NC(=S)Nc2ccccc2O)c1Cl | 5 | -2 | -22 | -5 | -3 | -2 | 0 | -1
O=C(CSCc1ccc([N+](=O)[O-])cc1)Nc1cccc(C(=O)Nc2ccccc2C(=O)O)c1 | 7 | 13 | . | 3 | -1 | -3 | . | -15
O=C(CCC1CCCCC1)NCCN1C2=NC[C@@H](Cc3ccccc3)N2C[C@H]1Cc1ccc(O)cc1 | 9 | 2 | 13 | 4 | -3 | 23 | -8 | -2
CC#CCN1c2ccccc2[C@]23C[C@@H](C(=O)OC)N(C(=O)NC(C)(C)C)C2=NC(C(=O)OC)=C(C(=O)OC)[C@H]13 | -6 | -3 | 18 | 2 | 19 | 19 | -1 | 0
CCN(CC)S(=O)(=O)c1cccc(C(=O)N/N=C2\CC(=O)CC(C)(C)C2)c1 | 14 | . | 6 | 3 | -5 | 14 | 2 | 0
O=C(CO/N=C/c1ccccc1OC(F)F)NC1CCCCC1 | -1 | 0 | 19 | . | -1 | 6 | -2 | 7
CC(C)n1ncc2c(C(=O)Nc3cccc(C#N)c3)cc(C3CC3)nc21 | 9 | 1 | 28 | 0 | -7 | 95* | 2 | -2

Rows were taken by chance. Share with any hit: about 2.1%.
